Bioassay records: PubChem BioAssay, Broad Institute
FN deposition inh: inhibitors of fibronectin matrix deposition, primary screen, AH1F cells, Alexa488-fibronectin fluorescence, plate reader | AH1F fibroblasts, overnight | inhibition, % at 12.6 µM | 0.086% of 350,000 active;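 active = mean inhibition across replicates of 30% or more, regardless of how many single replicates reach that level; inconclusive = mean under 30% yet at least half of replicates reach 30%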;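 also: positive control wells lacked labelled fibronectin entirely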
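material = AH1F fibroblast monolayer depositing Alexa488-labelled fibronectin into matrix | amount = 10000 AH1F cells/well | buffer or medium = DMEM plus 2% serum, read in PBS | incubation = 1 h cell adhesion before compound, then overnight fibronectin incubation | detection = fluorescence at 485 nm excitation, 525 nm emission | evaluation = percent inhibition as loss of matrix-bound fibronectin fluorescence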
INS-1E GSIS act: GLuc luminescence reporter in INS-1E cells, primary screen for activators of glucose-dependent secretion of insulin | INS-1E GLuc reporter insulin secretion, 2-3 h | activation, % at 16.6 µM | 0.61% of 370,000 active;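 active = lowest replicate activation of at least 40%, so every replicate reaches that level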;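 also: 0% = median of neutral control wells and 100% = median of IBMX positive control wells; some compounds called inactive have numbers as strong as hits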
F508del corr: F508del CFTR correction, initial screen, CFBE line, single point; AID 720511, 2013; 0.36% of 350,000 active; activity (quench increase), % at 7.58 µM; CFBE cells, YFP halide quenching; stimulated with forskolin plus potentiator P3; % fluorescence drop versus neutral controls;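 active = mean added fluorescence quench of at least 8% versus neutral control, with both replicates also reaching 8%; inconclusive = only one of the mean or replicate conditions met; inactive = mean below 8% and not both replicates reaching 8%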;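 also: cells transiently co-express mutant CFTR-F508del with the halide-sensitive YFP; corrector assay measuring rescue of mutant channel to the surface after 24 h compound exposure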
PAX8 reporter: inhibitors of PAX8-driven TPO luciferase reporter, primary screen, RMG-I cells, single concentration. SteadyGlo, 24 h. inhibition, % at 12.6 µM. 1.2% of 360,000 active;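 active = mean replicate inhibition at least 60% with every replicate also reaching 60%; inconclusive = only one of the two criteria is met; inactive = mean below 60% and not all replicates reaching 60%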;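 also: luciferase light reporting Pax8 driven TPO promoter activity; plate controls were median of neutral control wells for no effect and mitoxantrone controls for full effect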
miR122 inh: miR-122 Renilla sensor signal increase in Huh7, primary screen, miR-122 inhibitor project, cell-based, single point, plate reader. Huh7 miR-122 Renilla luciferase sensor, 48 h; neutral wells = 0, positive control = 100. 0.3% of 340,000 active. activation (reporter increase), % at 12.5 µM;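 active = mean replicate activation score at least 90 and every replicate individually at or above 90; inconclusive = only one of the two criteria met; inactive = neither criterion met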;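 also: higher luciferase means less miR-122 activity so hits act as miR-122 inhibitors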
EWS-Fli inh: EWS/Fli-driven NR0B1 reporter inhibitors, primary screen, A673 cells, NR0B1 luciferase, luminescence, MLPCN library | viability-normalised | inhibition, % at 12.6 µM | 0.67% of 350,000 active;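 active = mean inhibition of at least 50% after viability correction, with every replicate also passing that limit; inconclusive = mean reaches 50% but only one of two replicates passes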;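 also: firefly luciferase signal divided by Alamar Blue viability fluorescence both relative to DMSO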
DENV2 CPE: inhibitors of DENV2 cytopathic effect, primary screen, cell-based, plate reader, single concentration | 1.7% of 350,000 active | AID 651640, 2012 | DENV2-infected cells, cytopathic effect rescue | CPE inhibition, % at 9.99 µM; in the data active = CPE inhibition above about 20%, passing the limit was not always enough; inconclusive = no clear call, values can overlap the other calls; tested in BHK-21 cells;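 also: 0% = median of neutral control wells and 100% = median of positive control wells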
The depositor's hits bear a star; ? = inconclusive; · = not tested or not shown; & = joins results of further samples; [ ] = another dose, or the depositor's remark.

SMILES | FN deposition inh | INS-1E GSIS act | F508del corr | PAX8 reporter | miR122 inh | EWS-Fli inh | DENV2 CPE
COc1ccccc1CNC(=O)C[C@H]1CC[C@H](NC(C)=O)[C@H](CO)O1 | 0 | 10 | 0.0 | -8 | · | 2 | 3
Cc1ccc(S(=O)(=O)N(C)C)cc1NC(=O)COC(=O)c1sc2cc(Cl)ccc2c1Cl | 5 | 4 | 0.3 | 0 | -3 | -6 | 1
COc1ccccc1C(=O)COC(=O)C1CCN(S(=O)(=O)c2ccccc2)CC1 | -11 | 5 | 1.0 | -2 | -6 | 1 | 5
Cn1c(C(=O)NC2CC2)cc2c(=O)n(C)c3ccccc3c21 | -4 | 4 | -1.9 | -51 | -3 | 3 | ?
COc1ccc(S(=O)(=O)N(C)C[C@H]2Oc3c(NC(=O)c4cc(C)nn4C)cccc3C(=O)N([C@H](C)CO)C[C@@H]2C)cc1 | -4 | 9 | -0.9 | · | 1[16.7 µM] | -6 | 7
CCOC(=O)c1cnn(CCOC(=O)c2ccccc2F)c1NC(=O)c1ccccc1F | 2 | 13 | -1.3 | 8 | -11 | 7 | 12
Cc1ccc2nc(NS(C)(=O)=O)sc2c1 | -8 | 28 | -2.5 | 9 | 2 | 8 | 3
Cc1[nH]c(=O)[nH]c(=O)c1/C=C/C(=O)O | 7 | 8 | -0.7 | 2 | -14 | -6 | 2
CC(C)C[C@@H](CC#N)N1CCN(Cc2ccccc2)CCC1=O | 1 | -7 | -1.0 | -2 | -7 | -5 | ?
O=C(O)CCN1C(=O)c2ccccc2C1=O | -4 | 17 | · | -4 | -8 | · | ·
C=CCOc1ccc(CNCCO)cc1OCC | 0 | 8 | · | 1 | -7 | 3 | 5
OCc1ccnc(Cl)c1 | 4 | · | 3.4 | 3 | · | -12 | ·
C[C@@H]1CCCCO[C@@H](CN(C)C)[C@@H](C)CN([C@H](C)CO)C(=O)c2cc(NC(=O)NC3CCCCC3)ccc2O1 | · | 14 | -1.7 | -30 | -3[16.7 µM] | -4 | 1
O=C(O)c1cnc(N2CCOCC2)nc1 | 1 | 4 | -4.3 | -4 | · | -1 | 0
COc1ccc(/C(N)=N/OC(=O)CCCc2ccccc2)cc1OC | -6 | 19 | · | -17 | -7 | · | ·
C[C@H]1CN([C@@H](C)CO)C(=O)CCCn2nncc2CO[C@@H]1CN(C)S(=O)(=O)c1cn(C)cn1 | -3&-14 | 10&7 | 1.5&1.1 | -6&-6 | -1 | 3&0 | -3&7
CCCCC(=O)Nc1nnc(S(=O)(=O)N2CCCc3ccccc32)s1 | -14 | · | 0.2 | 4 | -1 | 12 | 10
COc1ccc(C(=O)CSc2nnc3n2CCCN3C(=O)Nc2ccccc2)cc1 | 1 | 10 | -0.6 | 8 | -4 | -8 | -4
CCOc1ccc(N(C(=O)CNS(=O)(=O)c2ccccc2)C(CC)C(=O)NCc2ccco2)cc1 (configuration not stated) | · | 1 | 3.1 | 8 | · | 7 | -6
CCOc1ccc(NC(=O)c2cccc(S(=O)(=O)Nc3c(C)n(C)n(-c4ccccc4)c3=O)c2)cc1 | -3 | 11 | 0.2 | 10 | 24 | -4 | -2
Cc1ccc(NS(=O)(=O)c2ccc(NC(=O)C3CC3)cc2)c(C)c1 | -9 | -36 | 1.8 | 19 | 8 | 5 | 0
COC(=O)N(NC(=O)C(O)(c1ccccc1)c1ccccc1)c1ccc(C)cc1 | 3 | -2 | · | 2 | · | · | ·
C[C@@H]1CN([C@@H](C)CO)C(=O)c2cc(NC(=O)c3ccncc3)ccc2O[C@H]1CN(C)Cc1ccc(C(F)(F)F)cc1 | · | 3 | 0.3 | 8 | 2[16.7 µM] | 7 | -6
CCC(=O)N1CC(=O)N2[C@H](CO)[C@@H](c3ccc(C#CC4CCCC4)cc3)[C@@H]2C1 | 1 | 16 | 1.1 | -16 | · | 7 | 9
O=C(C[C@@H]1C=C[C@H](NC(=O)c2ccc(F)cc2)[C@@H](CO)O1)NCc1ccncn1 | 8 | 18 | -2.1 | -9 | · | 7 | -2
C[C@@H]1CN([C@H](C)CO)C(=O)c2cccc(NC(=O)NC3CCCCC3)c2O[C@@H]1CN(C)C(=O)Nc1ccccc1 | · | 14 | 1.1 | -15 | -2[16.7 µM] | -1 | -11
C[C@@H]1CN([C@@H](C)CO)C(=O)c2cc(C#C[C@@H](C)O)cnc2O[C@H]1CN(C)C(=O)Cc1ccncc1 | 1 | 13 | -2.4 | -25 | -6[16.7 µM] | 1 | -2
O=C(CN1CCOCC1)N1CCCCN2[C@@H](CO)[C@H](c3ccc(C#Cc4ccccc4F)cc3)[C@@H]2C1 | · | -2 | 2.5 | -9 | -3[16.7 µM] | -10 | ·
CC1CC(C)CN(S(=O)(=O)c2ccc(C(=O)NCc3ccco3)cc2)C1 (configuration not stated) | 5 | -11 | -2.7 | 10 | 4 | 8 | -4
CCCN1Cc2cc(OC)ccc2-c2ccccc2S1(=O)=O | 6 | -4 | 4.4 | -6 | 0 | 0 | -5
CCc1cnc(N2[C@H](C#N)[C@@H](c3ccccc3C3=CCCCC3)[C@@H]2CO)s1 | 6 | -3 | 1.7 | · | · | 2 | ?
CCOc1ccc(CNC(=O)CCS(=O)(=O)c2ccc3c(c2)oc(=O)n3C)cc1 | 14 | 7 | -3.2 | -19 | -4 | 8 | 1
CNC[C@@H]1OCCCC[C@@H](C)Oc2ccc(NC(=O)NC3CCCCC3)cc2C(=O)N([C@H](C)CO)C[C@@H]1C | · | 12 | -3.1 | -9 | 3[16.7 µM] | -1 | ·
CCC(=O)N1CCN(c2ccc(NC(=O)c3ccccc3)cc2)CC1 | 2 | 3 | 2.4 | -33 | · | -14 | 8
C[C@H]1CN=C(Nc2ccccc2)N1CCc1ccc(F)cc1 | -2 | · | 2.1 | -17 | · | 28 | -1
C=CCn1c(-c2cc(-c3ccc(C)cc3)nc3ccccc23)n[nH]c1=S | -8 | 5 | 3.3 | -26 | · | 15 | 3
O=C(CCC(=O)Nc1ccccc1)NNC(=O)COc1ccccc1 | 5 | 5 | · | -3 | 7 | · | ·
COc1ccc(-c2oc(=O)c3cc(OC)c(OC)cc3c2-c2ccc3c(c2)OCO3)cc1 | 9 | 2 | -1.9 | -8 | 3 | -10 | -10
COc1ccc(-c2cc(C(F)(F)F)nc(SCC(=O)N(C)Cc3cn(C)nc3C)n2)cc1OC | 7 | 26 | 4.4 | 16 | · | 5 | 0
Cc1ccc(OC(=O)c2ccc(C)c([N+](=O)[O-])c2)cn1 | -3 | 2 | 4.1 | -10 | -7 | 8 | ·
O=C(NNC(=O)c1ccccc1O)c1ccc(S(=O)(=O)Nc2ccccc2F)cc1 | 9 | -26 | -1.5 | · | 12 | -20 | -7
CCn1cc(C(=O)NCCCN(CC(C)C)CC(C)C)c(=O)c2cc(S(=O)(=O)N(C)C3CCCCC3)ccc21 | 0 | -4 | 0.5 | 5 | 4 | 3 | -8
Cc1csc(-c2cc(C(=O)NCc3ccc(F)cc3)n[nH]2)c1 | -4 | · | -8.0 | -17 | 10 | -10 | -7
CCn1cc(C(=O)OCC(=O)Nc2cc(S(=O)(=O)N(C)C)ccc2C)c(=O)c2ccc(C)nc21 | 4 | · | · | 7 | -12 | · | ·
COc1cccc(CC(=O)Nc2cc(S(=O)(=O)N3CCOCC3)ccc2N2CCOCC2)c1 | 2 | 14 | 1.7 | 0 | -9 | 3 | -3
Cc1c(C(=O)NCC2CCCO2)oc2ccc(S(=O)(=O)N3CC(C)CC(C)C3)cc12 (configuration not stated) | -4 | · | 0.9 | 21 | -5 | 19 | 4
CCC(=O)c1ccc(/C=C/c2nc3ccccc3n2C)o1 | 0 | -1 | -0.5 | -44 | · | -28 | 4
CC(C)C#Cc1ccc([C@H]2[C@H]3CN(C(=O)NC4CCCCC4)CC(=O)N3[C@H]2CO)cc1 | -9 | -3 | 1.9 | · | · | -2 | ?

Compound profiles, from the list above:
COc1cccc(CC(=O)Nc2cc(S(=O)(=O)N3CCOCC3)ccc2N2CCOCC2)c1 across the screens: FN deposition inh: 2; INS-1E GSIS act: 14; F508del corr: 1.7; PAX8 reporter: 0; miR122 inh: -9; EWS-Fli inh: 3; DENV2 CPE: -3
COc1ccc(-c2cc(C(F)(F)F)nc(SCC(=O)N(C)Cc3cn(C)nc3C)n2)cc1OC across the screens: FN deposition inh: 7; INS-1E GSIS act: 26; F508del corr: 4.4; PAX8 reporter: 16; miR122 inh: ·; EWS-Fli inh: 5; DENV2 CPE: 0
COc1ccc(-c2oc(=O)c3cc(OC)c(OC)cc3c2-c2ccc3c(c2)OCO3)cc1 across the screens: FN deposition inh: 9; INS-1E GSIS act: 2; F508del corr: -1.9; PAX8 reporter: -8; miR122 inh: 3; EWS-Fli inh: -10; DENV2 CPE: -10

Carrying on.
SMILES | FN deposition inh | INS-1E GSIS act | F508del corr | PAX8 reporter | miR122 inh | EWS-Fli inh | DENV2 CPE
Cc1cc(=O)oc2cc(OCC(=O)NC3(C#N)CCCCC3)ccc12 | 5 | 16 | -3.0 | -2 | -3 | -8 | -12
O=C(CSc1nnc2ccc(-c3ccccn3)nn12)Nc1ccccc1F | 11 | -11 | -3.9 | 1 | · | -2 | -6
CCc1c(C)nc2nc(SCc3ccccc3Cl)[nH]n2c1=O | 1 | -26 | -1.4 | -13 | -1 | 18 | -4
CCOc1ccc(CCN2C(=S)N([C@@H](CC(C)C)CN3CCC[C@@H]3CN3C(=S)NC[C@@H]3Cc3ccc(O)cc3)C[C@@H]2Cc2ccc(O)cc2)cc1 | -4 | -5 | 2.8 | 14 | 2 | 18 | -6
CCCNC(=S)NNC(=O)c1cccs1 | -4 | 7 | 0.7 | -8 | · | 1 | -3
Cc1ccc(C)c(S(=O)(=O)Nc2ccc3oc(C)c(C(=O)O)c3c2)c1 | 6 | 4 | -1.1 | -2 | 5 | -19 | 12
CCOC(=O)C(NC(=O)NCc1ccccc1OC)(OCC)C(F)(F)F (configuration not stated) | 2 | -7 | · | 4 | · | -16 | 3
CCn1c(CNC(=O)Cc2ccc(OC)cc2)nnc1SCCOc1ccccc1 | 3 | · | · | 4 | -5 | · | ·
CCOc1ccccc1-c1noc(CCCC(=O)NC2CCCCC2)n1 | -3 | 4 | 0.0 | 1 | -2 | -3 | 5
Cc1ccccc1NC(=O)CCSc1nnnn1-c1ccccc1 | 2 | · | · | 7 | -1 | · | ·
COCCSc1nnc(NC(=O)C2CC(=O)N(C3CCCC3)C2)s1 (configuration not stated) | -1 | 14 | -2.0 | 0 | · | 2 | -6

Fetched one by one from the entries so far:
SMILES | FN deposition inh | INS-1E GSIS act | F508del corr | PAX8 reporter | miR122 inh | EWS-Fli inh | DENV2 CPE
CCOc1ccccc1-c1noc(CCCC(=O)NC2CCCCC2)n1 | -3 | 4 | 0.0 | 1 | -2 | -3 | 5
COCCSc1nnc(NC(=O)C2CC(=O)N(C3CCCC3)C2)s1 (configuration not stated) | -1 | 14 | -2.0 | 0 | · | 2 | -6
